# bCat nuc transl = modulators of beta-catenin nuclear translocation, primary screen, imaging, HeLa cells, immunofluorescence, high-content; hit rate 0.3% among 190,000; AID 1665, 2009; nuclear translocation activity, % at 5 µM;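 active means nuclear translocation activity above 50% at 5 µM, with a well cell count of 50 or more; inconclusive means wells under 50 cells across six images, flagged as toxic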;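 further: per-cell ratio of nuclear to cytoplasmic median beta-catenin stain intensity; plate controls were DMSO negative control for no effect and GSK-3 inhibitor IX positive control for full effect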
#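 Assay system: human HeLa cells, native beta-catenin; doses: 5 µM primary, 0.02–20 µM confirmation; incubation: compound treatment 24 h, 37°C, 5% CO2; technique: fluorescence imaging of beta-catenin antibody stain plus DAPI; measure: % activation, nuclear-to-cytoplasmic median beta-catenin signal ratio per cell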
# Autophagy mod = autophagy modulators in MEF cells, primary screen, imaging, high-content, MEF GFP-LC3. MEF GFP-LC3 puncta imaging; test concentration mostly 10 µM. calls only at 10 µM (by protocol). hit rate 0.98% among 190,000;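 active means percentage of spot-positive cells more than 3 SD above its plate mean, without a fluorescence outlier flag or 80% toxicity; inconclusive means no clear call, values can overlap the other calls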;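 further: spot-positive cell cutoff set from DMSO-treated cells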
# Lipid droplet = inhibitors of hepatocyte lipid droplet formation, primary screen, imaging, high-throughput imaging, BODIPY stain; AML12 mouse hepatocytes, oleate lipid droplets; inhibition, % at 6.5 µM; hit rate 0.4% among 240,000;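 active means lipid droplet intensity inhibited by at least 50%, with more than 500 cells counted; inconclusive means wells with under 300 cells, treated as cytotoxic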
#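 Test system: AML12 mouse liver cells; schedule: overnight exposure; technique: high-content imaging of BODIPY-stained droplets and DAPI nuclei; read-out: % inhibition of corrected integrated BODIPY droplet signal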
# Insulin prom up = insulin promoter activators in MIN6 cells, imaging, high-content screening, mouse beta cells; z-score at 5 µM; MIN6 insulin promoter-GFP reporter; active compounds read high; AID 1625, 2009; hit rate 0.3% among 190,000;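 active means z-score above 3 at 5 µM with at least 500 cells counted in the well; inconclusive means wells under 500 cells, flagged as cytotoxic or low count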
# Dynein transport = inhibitors of GR-EGFP nuclear translocation, primary screen, dynein cargo transport inhibitor project, imaging, high-content, 3617.4 mouse cells. z-score, hits read low. test concentration mostly 20 µM; stimulated with dexamethasone, 1 µM; active compounds read low. hit rate 0.47% among 220,000. AID 1381, 2008;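 active means plate z-score of nuclear minus cytoplasmic receptor signal below a set negative limit, without overly bright fluorescence or cell loss, cut at about -3.5 in these data, passing the limit was not always enough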;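 further: z-score of nuclear minus cytoplasmic ring GR-EGFP intensity difference per well; some compounds called inactive have numbers as strong as hits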
#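 Also added: dexamethasone, 1.0 µM final. Medium: tet-free, stripped-serum medium. Detection: fixed, Hoechst-stained cells imaged at 10x for EGFP. Read-out: nuclear-to-cytoplasmic GR-EGFP distribution per well. Times: induction 48 h, compound 1 h, agonist 30 min.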
# WT yeast gro inh = growth inhibition of WT strain, primary screen, mitochondrial fusion inhibitor project, WT and mutant strains, chemical genetic; mitochondrial fusion phenotypic screen; inhibition, % at 10 µM; hit rate 2.1% among 190,000; in the data active means inhibition above about 58%; tested in S. cerevisiae
# MT stabilizer = microtubule stabilizers in HeLa cells, primary screen, imaging, high-content imaging. HeLa tubulin immunostaining HCS, 24 h; share of cells brighter than vehicle mean+2SD. % tubulin-high responders, % at 10 µM. AID 2205, 2009. hit rate 0.83% among 200,000;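 active means plate Z-score above 3 for both tubulin-high and condensed-nucleus cell shares, with cell loss under 80%, at 10 µM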;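 further: anti alpha tubulin signal scored within the nucleus-defined area of each cell; some results filed as inactive read as strong as hits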
# XIAP displacement = XIAP antagonists, biochemical, IAP family, fluorescence polarization (AID 1018); E3 ubiquitin-protein ligase XIAP (Homo sapiens); displacement, % at 20 µM; hits with a dose series show IC50 in µM; XIAP BIR domain, fluorescence polarization peptide displacement; higher % means a stronger effect; hit rate 0.007% among 200,000; in the data active means displacement above about 50%; further: a part of the inactive calls stands beside numbers as strong as those of hits
# ER stress rescue = rescue of cells from ER stress-induced death, primary screen, 384-well, CSM14.1, thapsigargin, ATP luminescence (AID 1222); cellular ATP content (survival), % at 20 µM, or EC50 in µM where a hit was titrated; 190,000 tested, under 10 active; CSM14.1 thapsigargin-induced death rescue, ATP luminescence; higher % means a stronger effect;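 active means EC50 below 50 µM in the dose-response confirmation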;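 further: death triggered by thapsigargin at about 15 µM added after 2 h compound pretreatment; cell ATP read after overnight thapsigargin exposure of roughly 18 to 22 hours; normalized against plate controls of thapsigargin alone and 5% DMSO vehicle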
# WT yeast gro inh mutant strain = further read-out of WT yeast gro inh, marked with its call; inhibition, %; mitochondrial fusion phenotypic screen, mutant strain inhibition
# Dynein transport cytoplasmic EGFP = further read-out of Dynein transport, marked with its call; z-score; measured here: cytoplasmic GR-EGFP intensity; active compounds read high
# Dynein transport nuclear GR-EGFP = also measured in Dynein transport; calls as there; z-score; measured here: nuclear GR-EGFP intensity;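 lower value marks the stronger effect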
# Dynein transport cell count = further read-out of Dynein transport, marked with its call; z-score; measured here: cell count per field
# Insulin prom up cell count = further read-out of Insulin prom up, marked with its call; cell count; measured here: cytotoxicity, nuclei count;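 total cells summed across four imaged fields per well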
# Lipid droplet cells 6.5 µM = second read-out of Lipid droplet, no call of its own (marks repeat the call); cell count; measured here: cell count, cytotoxicity flag;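 cells counted across two imaged fields per well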
# bCat nuc transl cell count 5 µM = also measured in bCat nuc transl; calls as there; cell count; measured here: cell count, cytotoxicity flag
# MT stabilizer Hoechst-high % = second read-out of MT stabilizer, no call of its own (marks repeat the call); % Hoechst-high responders; measured here: nuclear condensation Hoechst responders;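 share of cells brighter than vehicle mean plus two SD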
# MT stabilizer cytotoxicity % = second read-out of MT stabilizer, no call of its own (marks repeat the call); toxicity, %; measured here: cytotoxicity by cell density;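 0% = mean cell density of plate MIN control wells and 100% = no cells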
# Autophagy mod cell loss 18 h = second read-out of Autophagy mod, no call of its own (marks repeat the call); toxicity, %; measured here: cell loss, nuclei count;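 cell loss after 18 h compound exposure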
# * marks the source's active call; other numbers are inactive results; i = inactive; ? = inconclusive; . = not tested or not shown. Compounds were not picked by outcome. Share with any hit: about 4%.
SMILES,bCat nuc transl,bCat nuc transl cell count 5 µM,Autophagy mod,Autophagy mod cell loss 18 h,Lipid droplet,Lipid droplet cells 6.5 µM,Insulin prom up,Insulin prom up cell count,Dynein transport,Dynein transport cytoplasmic EGFP,Dynein transport nuclear GR-EGFP,Dynein transport cell count,WT yeast gro inh,WT yeast gro inh mutant strain,MT stabilizer,MT stabilizer Hoechst-high %,MT stabilizer cytotoxicity %,XIAP displacement,ER stress rescue
COc1ccccc1C(=O)Nc1cccc(S(=O)(=O)N2CCCC2)c1,-1.0,1350,.,.,-7,654,1.7,1016,-0.02,-0.21,0.091,0.25,.,.,.,.,.,.,.
CCCCSC1(SCCCC)N=C(N)C2(C#N)C(c3ccccc3)NC(C)=CC12C#N (stereo not drawn),-5.2,1042,i,-2,.,.,0,1638,-0.74,0.46,-0.044,0.45,0,23,2.8,2.4,7.7,-1.4%,-0.6%
O=C(O)COc1ccccc1/C=N/NC(=O)c1cc(-c2ccc(Cl)cc2)nc2ccccc12,0.6,1285,.,.,4,669,0.1,1057,-1.5,-0.13,-0.12,0.039,.,.,.,.,.,.,.
COc1cc(NC2=CC(=O)CC(C)(C)C2)cc(OC)c1OC,.,.,i,-9,7,745,-0.82,1234,-0.52,-0.27,-0.26,0.8,-34,-30,3.2,1.8,7.1,-6.1%,-1.7%
O=c1c(-c2ccccc2)c1-c1ccccc1,-0.4,1101,.,.,3,568,?,.,.,.,.,.,-5,12,.,.,.,-4.5%,7.1%
CCOc1ccc(NC(=S)NC(=O)/C=C/c2ccc(OC)c(OC)c2)c([N+](=O)[O-])c1,1.1,1377,i,-3,.,.,0.12,1380,-0.037,-0.21,0.53,0.7,-7,11,3.1,1.5,5.4,1.4%,-0.6%
COc1cccc(NC(=O)CSc2nnc3cc(C)nc(N)n23)c1,-1.3,1110,i,-4,-4,711,-0.25,1397,-0.83,-0.35,-0.52,0.43,-6,-2,2.3,3.3,9.0,-5.7%,-0.6%
Cc1ccccc1/C(N)=N/OC(=O)c1cccs1,4.5,1103,i,15,-7,614,.,.,-0.74,-0.21,-0.17,0.0079,0,16,1.5,2.6,7.0,1.2%,-4.1%
CSC1=NCCN1C(=O)c1c(F)cccc1F,.,.,i,-13,1,741,?,.,-0.3,-0.21,0.0097,0.51,15,9,2.0,2.2,1.7,-7.8%,-0.7%
COc1ccc(-n2cccc2/C=C/[N+](=O)[O-])cc1,9.4,404,i,-15,-13,650,-0.16,825,-3.8*,0.79*,-1.9*,0.69*,70*,59*,3.8,4.9,0.4,0.8%,-0.3%
Cc1ccc(/C=N/Nc2ccc(Cl)c(C(=O)O)c2)s1,-1.0,1001,i,7,-4,629,-0.05,1326,0.34,-0.22,0.25,0.71,9,8,6.5,1.3,4.1,-5.2%,-3.2%
CCOC(=O)Cc1csc(NC(=O)CCCN2C(=O)c3ccccc3C2=O)n1,.,.,i,-3,.,.,-0.37,1034,-0.14,-0.23,-0.077,1.3,1,4,4.1,3.4,5.7,-2.9%,2.3%
Cc1nnc(-c2ccc(Oc3ccc(C)c(C)c3)c([N+](=O)[O-])c2)o1,.,.,i,5,14,659,-0.21,1078,0.58,-0.25,0.4,0.71,6,-19,2.4,1.1,10,-5.2%,-4.0%
COC(=O)c1c[nH]n2c(=O)c(Cl)c(C)nc12,-1.4,593,i,16,-3,688,-0.26,1246,0.021,-0.2,0.97,-0.75,1,-18,1.7,2.2,3.6,-3.6%,-3.2%
COc1cc(C(=O)C(=O)c2ccc(O)c(OC)c2)ccc1O,0.0,1317,.,.,1,757,0.13,1056,-0.67,-0.27,-0.37,0.78,.,.,.,.,.,.,.
O=C(NC12CC3CC(CC(C3)C1)C2)c1ccc(=O)oc1,-3.3,1081,i,-3,.,.,0.68,927,-1.1,0.96,-0.32,0.52,-11,-20,5.1,2.5,9.3,-2.7%,-0.7%
Cc1ccc(CSc2nc3c(c(N(C)C)n2)CCCC3)cc1,-0.6,1081,i,4,-22,638,-0.39,1554,-0.18,-0.22,-0.62,0.49,78*,77*,12,7.2,14,-1.8%,-1.3%
O=c1[nH]cnc2nc(-c3ccccc3)c(-c3ccccc3)nc12,0.3,1096,i,-1,12,777,0.15,1014,0.74,-0.006,0.91,0.52,-13,-1,3.4,1.3,3.9,-3.5%,0.0%
COC(=O)c1cc(NC(=O)Cc2ccccc2[N+](=O)[O-])cc(C(=O)OC)c1,-2.0,1082,i,-24,-10,522,-0.09,1862,-0.49,-0.21,-0.55,1.2,3,6,3.6,2.5,6.8,-7.7%,2.7%
O=C(Cn1nc(-c2ccc(Cl)cc2)ccc1=O)NCC1CCCO1 (stereo not drawn),9.3,558,i,1,.,.,-0.24,982,-0.081,-0.19,0.094,-0.12,16,6,7.2,2.3,1.4,-3.4%,1.7%

# The list goes on (2 carried over from the part before).
SMILES,bCat nuc transl,bCat nuc transl cell count 5 µM,Autophagy mod,Autophagy mod cell loss 18 h,Lipid droplet,Lipid droplet cells 6.5 µM,Insulin prom up,Insulin prom up cell count,Dynein transport,Dynein transport cytoplasmic EGFP,Dynein transport nuclear GR-EGFP,Dynein transport cell count,WT yeast gro inh,WT yeast gro inh mutant strain,MT stabilizer,MT stabilizer Hoechst-high %,MT stabilizer cytotoxicity %,XIAP displacement,ER stress rescue
COC(=O)c1cc(NC(=O)Cc2ccccc2[N+](=O)[O-])cc(C(=O)OC)c1,-2.0,1082,i,-24,-10,522,-0.09,1862,-0.49,-0.21,-0.55,1.2,3,6,3.6,2.5,6.8,-7.7%,2.7%
O=C(Cn1nc(-c2ccc(Cl)cc2)ccc1=O)NCC1CCCO1 (stereo not drawn),9.3,558,i,1,.,.,-0.24,982,-0.081,-0.19,0.094,-0.12,16,6,7.2,2.3,1.4,-3.4%,1.7%
COc1ccc(C2CCCN2C(=S)Nc2ccccc2C)cc1OC (stereo not drawn),0.4,1121,i,-8,1,730,-0.83,1209,0.9,-0.081,0.91,-1.8,16,7,1.3,1.4,3.8,-4.0%,-10%
CC(=O)c1c(C)cc(C)c(CSc2nnc(-c3ccco3)o2)c1C,1.8,1007,i,7,1,775,-0.97,1154,-0.28,-0.21,-0.18,-0.71,-11,-15,2.5,3.5,30,2.1%,-0.4%
O=C1c2ccccc2-c2nc3ccccc3nc21,-2.0,1229,i,2,8,782,0.36,877,0.14,-0.38,0.21,0.44,54,60,2.0,1.8,6.7,-4.4%,-0.2%
O=C1N(Cc2cccc(Cl)c2)C[C@@H]2C[C@@H](c3ccc4nonc4c3)N3CCC[C@@]123,-1.8,1013,i,4,-34,722,-0.11,1638,-0.18,-0.26,0.08,-0.44,1,-33,2.8,1.5,7.4,1.5%,3.5%
O=C(CCCn1c(=O)[nH]c2cc(Cl)ccc2c1=O)NCCC1=CCCCC1,3.3,928,i,-3,-21,765,.,.,-0.91,0.37,-0.1,0.47,-4,1,1.6,1.5,10.0,-2.9%,-2.2%
COc1ccc(CNC(=O)CSc2nc3[nH]ncc3c(=O)n2-c2ccccc2Br)cc1,-0.8,1012,i,-7,-6,712,-0.02,1090,0.39,-0.36,-0.22,-0.68,-17,5,4.1,2.2,0.2,-1.4%,-0.4%
CCCNC(=O)c1c(C)cc(=O)oc1C,1.0,1429,i,17,.,.,-0.22,1425,-0.97,0.3,-0.4,-0.14,14,-2,5.5,5.0,4.4,-5.2%,2.6%
Cc1nn(C)c(C)c1S(=O)(=O)NC1CCCc2ccccc21 (stereo not drawn),-3.0,1016,i,-3,.,.,0.06,1550,-0.73,-0.22,-0.21,0.62,13,8,2.1,2.5,9.6,1.8%,-0.6%
CCN1/C(=C2\C(=O)N(C)C(=S)N2C)C=Cc2cc(C)ccc21,-1.8,998,i,3,-35,624,-0.33,1491,-0.18,-0.057,-0.11,-0.41,13,21,7.0,2.2,8.3,-5.3%,-3.0%
O=C(OCC#CCSc1nnc(-c2ccccc2)o1)c1cccs1,-0.5,841,i,-3,-4,810,.,.,0.7,-0.016,0.86,-1.1,-11,-1,1.8,1.1,1.9,-1.5%,-1.0%
O=C(Nc1cccnc1Cl)c1cc(-c2ccco2)on1,.,.,i,-10,17,771,.,.,-0.4,-0.29,-0.21,0.026,-26,65,1.6,1.3,2.3,-9.6%,-0.6%
COCCN1Cc2cccc(C(=O)N3CCN(c4cc(C)ccc4C)CC3)c2C1=O,.,.,i,10,.,.,0.03,887,-0.99,0.4,-0.41,0.29,-2,-3,5.8,3.5,9.4,-1.8%,0.0%
COCC(C)N=Cc1c(O)[nH]c2ccccc12 (stereo not drawn),.,.,i,22,25,762,0.64,1212,-0.069,-0.059,0.38,0.66,2,-11,2.4,1.6,6.4,-7.1%,-1.4%
O=C(C1CCCO1)N(c1ccc(F)cc1)C1C=CS(=O)(=O)C1 (stereo not drawn),-1.7,1102,i,-11,-29,636,0.1,1194,1.6,-0.22,1,0.37,11,-18,5.9,1.7,3.6,0.3%,.

# Source: PubChem BioAssay
